From PubChem
Fluor 339 460: intrinsic fluorescence of library compounds, ex339/em460 – biochemical, MLSMR library, data from DPM-DC assay, artefact control, profiling panel; compound autofluorescence, ex339/em460 nm, NADH buffer; stronger effect = higher value; 1 = no-compound wells, NADH background; fluorescence fold increase at 10 µM; hit rate 5.5% among 65,000;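 active = at 10 µM, mean starting fluorescence two-fold or more over control wells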;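 note: signal is the first read of a kinetic run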
Her2 expr inh: lowers expression of human Her2 kinase. P04626. HER2 level % of control, % at 10 µM. hit rate 0.69% among 65,000. SKBR-3 HER2 protein level, AlphaScreen, 18-24 h; stronger effect = lower value;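 active = HER2 level under 5% of the carrier-only control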;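 note: 100% = DMSO carrier and 0% = 500 nM PU-H71 HSP90 inhibitor; lower value means stronger loss of Her2 protein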
Target sequence (P04626 whole entry, looked up): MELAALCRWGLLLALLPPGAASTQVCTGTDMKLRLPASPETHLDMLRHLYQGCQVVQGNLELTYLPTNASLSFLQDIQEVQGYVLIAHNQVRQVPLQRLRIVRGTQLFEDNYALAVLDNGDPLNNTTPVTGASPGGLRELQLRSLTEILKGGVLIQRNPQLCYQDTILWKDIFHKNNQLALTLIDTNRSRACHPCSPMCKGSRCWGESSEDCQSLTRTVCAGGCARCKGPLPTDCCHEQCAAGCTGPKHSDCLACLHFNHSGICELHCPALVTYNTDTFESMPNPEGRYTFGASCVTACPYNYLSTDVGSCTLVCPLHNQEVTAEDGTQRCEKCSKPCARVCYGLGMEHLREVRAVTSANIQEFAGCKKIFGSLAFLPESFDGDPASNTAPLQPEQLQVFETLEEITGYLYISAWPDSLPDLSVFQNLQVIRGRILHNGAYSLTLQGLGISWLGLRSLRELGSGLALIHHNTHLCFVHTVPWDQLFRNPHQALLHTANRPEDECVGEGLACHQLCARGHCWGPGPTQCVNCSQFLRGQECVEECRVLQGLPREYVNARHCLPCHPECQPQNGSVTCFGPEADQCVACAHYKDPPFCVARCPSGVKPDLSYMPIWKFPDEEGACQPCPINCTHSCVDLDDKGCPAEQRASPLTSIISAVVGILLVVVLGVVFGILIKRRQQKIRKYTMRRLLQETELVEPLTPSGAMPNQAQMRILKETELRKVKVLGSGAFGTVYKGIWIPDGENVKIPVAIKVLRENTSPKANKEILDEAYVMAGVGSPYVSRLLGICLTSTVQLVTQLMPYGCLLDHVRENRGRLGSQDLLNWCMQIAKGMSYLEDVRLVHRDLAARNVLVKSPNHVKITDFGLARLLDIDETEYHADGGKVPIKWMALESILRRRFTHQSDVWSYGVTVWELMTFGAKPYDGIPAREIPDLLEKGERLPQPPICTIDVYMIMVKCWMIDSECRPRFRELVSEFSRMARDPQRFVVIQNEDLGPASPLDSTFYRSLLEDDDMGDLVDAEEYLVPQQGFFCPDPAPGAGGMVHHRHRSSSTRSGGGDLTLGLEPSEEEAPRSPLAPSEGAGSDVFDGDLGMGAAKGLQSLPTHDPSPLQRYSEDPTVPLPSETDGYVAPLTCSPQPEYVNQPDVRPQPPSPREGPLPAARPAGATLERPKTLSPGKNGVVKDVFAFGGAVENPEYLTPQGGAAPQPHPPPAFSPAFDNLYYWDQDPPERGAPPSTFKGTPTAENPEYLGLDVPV
S1P1 ag-PAM: activates or potentiates agonism at human S1P1 receptor. AID 449. activation, % at 9.5 µM. S1P1 CRE-bla cells, forskolin, beta-lactamase FRET, potentiator mode; S1P1 agonist co-added at EC20, 2 nM; 100% = saturating reference agonist, 0% = basal. hit rate 0.57% among 56,000. P21453;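 active = activation above a cutoff set at the mean activation of all tested compounds plus 3 SD, cut at about 54% in these data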;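 note: forskolin at 4 µM as EC80 and the EC20 agonist is SEW2871; 100% = SEW2871 at its EC100 plus forskolin at EC80; some compounds past the cut are filed as inactive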
5HT1E ag: agonists of human 5-HT1E serotonin receptor; P28566; CHO 5-HT1E Ga15 NFAT-bla reporter, FRET; 0% DMSO wells, 100% control agonist wells; activation, % at 6 µM; hit rate 0.69% among 65,000; AID 574;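 active = activation above a set limit, the screen-wide mean activation plus 3 SD, cut at about 8.5% in these data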;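 note: 100% = positive control agonist at 1 µM giving full maximal response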
5-HT1A blocker: antagonists of human 5-HT1a serotonin receptor. AID 612. inhibition, % at 10 µM. P08908. hit rate 0.68% among 62,000. CHO 5-HT1a Ga15 NFAT-bla reporter, antagonist mode;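 active = inhibition above the mean of all tested compounds plus 3 SD, cut at about 43% in these data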;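 note: receptor stimulated by 5-CT agonist at 100 nM near EC80; beta-lactamase reporter measured by ratiometric fluorescence of a cleavable substrate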
S1P3 agonist: activates the human S1P3 receptor; Q99500; S1P3 NFAT-BLA reporter cells, agonism, FRET ratio; relative to 1 µM S1P, basal subtracted; activation, % at 4.5 µM; hit rate 0.1% among 60,000;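 active = activation above the screen-wide mean plus 3 SD, cut at about 4.5% in these data, passing the limit was not always enough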; note: some compounds called inactive have numbers as strong as hits
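Assay system: CHO cells stably expressing human S1P3, Gα16 and NFAT-β-lactamase reporter. Timing: overnight plating, 4 h compound 37 °C, 2 h substrate RT. Signal: β-lactamase FRET emission ratio 460/535 nm. Measure: percent activation versus median 1 µM S1P response, basal-subtracted, per plate. Repeats: primary screen single test, confirmation screen in triplicate.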
MMP13 inh: inhibitors of human MMP13. P45452. MMP-13 fTHP FRET cleavage, Mca fluorescence. inhibition, % at 4 µM. hit rate 0.07% among 65,000. AID 570;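 active = inhibition above the mean of compound-free control plate wells plus 3 SD, cut at about 14% in these data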;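 note: 0% = DMSO wells and 100% = wells with reference MMP-13 inhibitor after basal subtraction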
Abs 340nm: compounds absorbing at 340 nm. compound absorbance at 340 nm, fold over control. fold change at 10 µM. 65,000 tested, under 10 active. AID 708;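 active = at 10 µM dose, initial 340 nm absorbance at least 2 fold that of control wells; inactive = change under 2 fold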;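 note: initial absorbance extrapolated from kinetic A340 decline of NADH oxidation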
5HT1E antag: 5-HT1E (human) receptor antagonism | P28566 | CHO 5-HT1E Ga15 NFAT-bla reporter, FRET, antagonist | inhibition, % at 6 µM | hit rate 0.99% among 65,000 | AID 571;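 active = inhibition above a set limit, the mean inhibition across every tested compound plus 3 SD, cut at about 29% in these data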;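 note: signal is the 460 over 535 nm emission ratio of beta-lactamase substrate; 0% = agonist plus DMSO wells and 100% = wells without agonist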
* marks the source's active call; other numbers are inactive results; i = inactive; nt = no result given; [ ] = another dose, or the depositor's remark.

SMILES,Fluor 339 460,Her2 expr inh,S1P1 ag-PAM,5HT1E ag,5-HT1A blocker,S1P3 agonist,MMP13 inh,Abs 340nm,5HT1E antag
CCOC(=O)C1=C(CSc2nccn2C)NC(=O)NC1c1ccc2c(c1)OCO2 (configuration not stated),1.2,80,3,-0.2,-10,-0.3,2,1.1,3
CCOC(=O)C1=CN(C)C=C(C(=O)OCC)C1c1ccsc1,4.8*,101,-61,6.0,-13,2.5,-310[fluorescence artefact?],1,-1
NS(=O)(=O)c1cc2c(cc1Cl)NC(C(Cl)Cl)NS2(=O)=O (configuration not stated),1.1,132,-10,-0.1,nt,-0.3,-1,0.98,-4
COc1cc(OC)cc(-c2nnc(SCc3cccnc3)o2)c1,1,103,-6,-1.5,-1,-0.9,4,1,14
COc1cc(N2C(=O)CSC23C(=O)Nc2ccccc23)cc(OC)c1OC (configuration not stated),1,132,-6,-0.4,nt,-2.2,-6,0.99,-11
CC(=O)c1c(C)[nH]c(C(=O)OCc2nnc(-c3ccccc3)o2)c1C,0.99,88,1,1.3,0,-1.2,0,0.99,35*
COc1cc2c(=O)n(CC3CCCO3)c(=O)n(CC(=O)Nc3ccc(F)cc3F)c2cc1OC (configuration not stated),1.7,107,-1,0.3,-25,-0.4,-26,1.1,13
COCCNC(=O)C(c1ccc(C)o1)N(Cc1ccccc1)C(=O)Cn1nnc2ccccc21 (configuration not stated),1.1,69,-18,0.0,-13,-1.2,-2,0.97,-3
CCCc1nnc(SCC(=O)Nc2ccc(OC)cc2)n1N,1.1,62,-6,0.8,-13,0.0,1,1,3
O=C(CCC(=O)c1ccc[nH]1)c1ccc(Cl)cc1,1.1,110,7,-0.5,-19,0.3,-7,0.98,-10
CC(=O)OC1CC(C)(C)N(OC(=O)c2ccc(N)cc2)C(C)(C)C1,1.1,106,-11,-0.5,3,-1.0,6,1,-1
Brc1ccc(CSc2nnc(-c3ccccn3)n2Cc2ccco2)cc1,1.1,84,nt,-0.8,65*,nt,4,1,27
Cc1nc2ccccn2c1-c1nnco1,1.3,93,3,-1.0,-11,-1.4,-26,1,-3
O=C(NCc1ccccc1)c1c(O)c2cccc3c2n(c1=O)CCC3,1.1,87,-30,-0.9,-7,-0.2,-2,1.1,-4
COC(=O)c1sccc1NC(=O)CN1CCN(c2ccc(F)cc2)CC1,1.1,117,-7,0.0,-1,0.5,0,1.1,3
O=C(CC1NC(=O)NC1=O)Nc1cccc2ccccc12 (configuration not stated),1.1,107,nt,-0.5,8,-1.6,2,1.1,18
COc1ccc(CCNC(=O)CSc2nnc(-c3ccccc3)o2)cc1OC,1.1,99,2,0.2,-3,-0.4,-4,1,-5
COc1nc(OC/C(N)=N/O)nc(N2CCOCC2)n1,1,117,1,0.6,-7,0.7,-1,0.98,-9
CCOC(=O)N1CCC(c2cc(=O)n3[nH]c(-c4ccccc4)cc3n2)CC1,1.9,92,-10,1.0,-2,0.4,-32,1,-1
Cc1cccc(C)c1OCC(=O)Nc1ncn[nH]1,1.2,97,-31,0.4,5,-1.0,3,1,-14
Cc1nc(NC(=O)COC(=O)C(NC(=O)c2ccco2)C(C)C)c(Cl)cc1Cl (configuration not stated),1.1,92,2,-0.7,1,-0.7,2,1,10
c1ccc(Cc2ccc(OCCn3cncn3)cc2)cc1,1,59,0,0.1,3,-0.2,1,1,1
CC1(c2ccncc2)Nc2ccccc2-c2nc3ccccc3n21 (configuration not stated),1.7,87,-1,-1.2,8,0.4,-44,1,-11
COc1ccc(-c2cc(C(F)(F)F)nc(SCC(N)=O)n2)cc1,3.7*,93,-13,-0.4,-2,-0.7,-101[fluorescence artefact?],1.1,7
CC(C)OC(=O)Cn1c(=O)oc2ccccc21,1.1,89,nt,-0.4,6,nt,4,1,4
Cc1ccc(C(=O)C2CCN(CC(=O)Nc3ccc4c(c3)OCCO4)CC2)cc1,1.1,75,22,1.8,-12,0.0,2,0.99,-4
COc1ccccc1Nc1nc(N)nc(CN(C)C2CCCCC2)n1,1.1,118,nt,0.8,-7,-0.5,-1,1.1,-6
O=C(NCCN1C(=O)C2C3C=CC(C3)C2C1=O)Nc1cccnc1 (configuration not stated),1.1,108,1,-1.0,-10,-1.6,5,1.1,-5
Cc1ccc2nc3c(cc(C#N)c(=O)n3-c3nccs3)c(=O)n2c1,3.8*,109,-110,13*,-88,12*,i[fluorescence artefact?],1.1,-31
COc1ccc(-c2nc(-c3cccc(C)c3)no2)cc1OC,1.1,90,108*,0.7,6,-0.1,-4,1,-1

Entries listed so far marked active in 5HT1E ag:
SMILES,Fluor 339 460,Her2 expr inh,S1P1 ag-PAM,5HT1E ag,5-HT1A blocker,S1P3 agonist,MMP13 inh,Abs 340nm,5HT1E antag
Cc1ccc2nc3c(cc(C#N)c(=O)n3-c3nccs3)c(=O)n2c1,3.8*,109,-110,13*,-88,12*,i[fluorescence artefact?],1.1,-31

Quoted from above, 3 compounds:
SMILES,Fluor 339 460,Her2 expr inh,S1P1 ag-PAM,5HT1E ag,5-HT1A blocker,S1P3 agonist,MMP13 inh,Abs 340nm,5HT1E antag
CCOC(=O)C1=C(CSc2nccn2C)NC(=O)NC1c1ccc2c(c1)OCO2 (configuration not stated),1.2,80,3,-0.2,-10,-0.3,2,1.1,3
CCOC(=O)C1=CN(C)C=C(C(=O)OCC)C1c1ccsc1,4.8*,101,-61,6.0,-13,2.5,-310[fluorescence artefact?],1,-1
NS(=O)(=O)c1cc2c(cc1Cl)NC(C(Cl)Cl)NS2(=O)=O (configuration not stated),1.1,132,-10,-0.1,nt,-0.3,-1,0.98,-4

New compounds follow.
SMILES,Fluor 339 460,Her2 expr inh,S1P1 ag-PAM,5HT1E ag,5-HT1A blocker,S1P3 agonist,MMP13 inh,Abs 340nm,5HT1E antag
CCN(CC)CCCn1c(C)cc2c(c1=O)C(c1ccc(OC)c(OC)c1OC)C(C#N)=C(N)O2 (configuration not stated),1.1,107,7,-0.4,nt,0.8,1,1,-6
O=C(OCC(=O)N1CCN(C(=O)c2ccco2)CC1)c1ccccc1OCc1ccc(Cl)cc1,1.1,89,2,-0.9,-5,0.7,-21,1,-6
Cc1cc(CC(=O)O)c(C)cc1CC(=O)O,1,100,9,0.9,nt,-1.9,-2,1,-4
CCn1c(CC(=O)Nc2ccccc2F)nnc1SCC(=O)N1CCN(c2ccccc2)CC1,1.1,67,nt,0.5,-5,-1.2,3,1,-1
CCOc1ccccc1OCC(O)CNC (configuration not stated),1.1,81,17,2.1,-8,-0.3,0,1.1,-1
CCOC(=O)N1CCN(C(=O)c2cccc(NC(=O)c3ccco3)c2)CC1,1.1,102,-3,0.6,-6,-0.3,2,1,-9
CCOc1ccc2[nH]c(=O)c(CN(Cc3ccc(C)cc3)C(=O)N3CCCC3)cc2c1,2.6*,121,-12,-0.6,8,0.4,-13,1,-8
CCOC(=O)c1[nH]c2ccc(OC)cc2c1N=CN(C)C,2.8*,88,-21,0.1,11,-0.4,-31,1.1,0
Cc1csc(NC(=O)CSc2nnc(-c3cccs3)n2C)n1,1,117,-2,-0.1,-10,0.8,6,0.99,1
CCn1c(C(O)c2ccc3c(c2)OCO3)nc2ccccc21 (configuration not stated),1.1,120,-6,5.5,10,-0.4,4,1.1,11
O=C(NCCN1CCOCC1)c1ccc(Cl)c(S(=O)(=O)N2CCCCCC2)c1,1.1,109,nt,0.2,-9,nt,-1,0.99,1
Clc1ccccc1-c1ccc(/C=N/n2cnnc2)o1,1.2,109,-12,-0.2,-15,-0.4,4,1.3,16
CCSc1nc2c(c(=O)[nH]c(=O)n2C)n1CC(O)COc1ccccc1C (configuration not stated),1.1,78,-5,-1.0,-7,-0.3,5,1,7
O=C(CCS(=O)(=O)Cc1ccccc1)Nc1nc2c(s1)CCCC2,1.1,76,18,0.5,2,-0.6,2,1.1,-8
CCOC(=O)c1ccccc1NC(=O)c1c(O)c2ccccc2n(CC)c1=O,1.1,44,-11,-0.2,0,-0.1,-5,1,-6
CC(c1ccccc1)N1CC(C(=O)N2CCN(c3ccccc3)CC2)CC1=O (configuration not stated),0.91,95,-6,1.8,-6,-0.4,2,1,-4
CCOC(=O)C1CCN(C(=O)CN(c2cccc(C(F)(F)F)c2)S(C)(=O)=O)CC1,1.1,86,-6,-0.7,-1,0.1,0,1,2
O=C1CCC(=O)N1OCCCOc1ccc2c(c1)CCC2,1.1,94,8,1.5,-6,-1.0,-2,1,-6
O=C(c1ccco1)N(Cc1cccs1)C1CCS(=O)(=O)C1 (configuration not stated),1.1,122,16,0.3,-6,-0.7,0,1,-9
Cc1cc(NC(=O)c2ccc(Cn3nc(C)c(Br)c3C)o2)no1,1.1,88,9,-0.9,7,-0.8,-6,1,7
CC(=O)c1sc(NC(=O)C2(F)C(F)(F)C(F)(F)C(F)(F)C(F)(F)C2(F)F)nc1C,1,48,111*,0.6,65*,-2.6,-5,1.2,25
O=c1c2ccccc2ncn1C1CCCCC1,1.1,106,6,-0.8,0,0.0,-1,1.1,-1
CCc1cccc(C)c1NC(=O)C1CCCO1 (configuration not stated),1.1,68,nt,-0.8,-2,-0.6,0,1,-5
Cc1ccc(NC(=O)Cn2c(=O)n(CCCC(=O)NCc3ccco3)c(=O)c3ccccc32)cc1,1.1,76,-13,-0.4,12,-0.4,-4,1,6
Cn1cccc1Cc1nnc(SCC(=O)NCc2ccc(F)cc2)n1-c1ccc(F)cc1,1.1,61,-15,0.8,-2,-0.9,5,1,-11
